Assay outcomes as filed in PubChem.
GSK3 alpha inh: blocks human GSK-3 alpha kinase; P49840; ADP-Glo luminescence, 60 min; inhibition, % at 10 µM; 320,000 tested, 0.1% active;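 in the data active means inhibition above about 50%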;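 further: GST-tagged GSK-3 alpha with peptide substrate and 25 µM ATP; 0% = DMSO neutral wells and 100% = GW8510 positive control wells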
PolyA inh: inhibitors of polyadenylation in S. cerevisiae | AID 1875 | calls only at 12 µM | S. cerevisiae SKY197-pL101 polyadenylation reporter, beta-gal luminescence; efflux-impaired pdr1/pdr3 knockout yeast; score 100 = 6 SD above DMSO | 300,000 tested, 0.02% active;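 active means lowest replicate activity score at least 50, where 100 means six control SD above control mean; inconclusive means lowest score under 50 but half or more replicates reach 50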;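 further: yeast exposed to compound for 9 h at 30 °C; higher score means more reporter readthrough which indicates perturbed polyadenylation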
DYRK1A inh: inhibitors of rat Dyrk1A kinase; Q63470; ADP-Glo luminescence, NFATc1 peptide; inhibition, % at 12.5 µM; 310,000 tested, 0.43% active; in the data active means inhibition above about 50%;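 further: plate controls were vehicle with enzyme for no effect and no enzyme for full effect; many of its hits are not listed in these tables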
HSF-1 act: increases HSF-1 driven luciferase reporter signal; NIH3T3-HGL HSF-1 luciferase reporter, MG132, 8 h; 100% = twice DMSO control signal; 300,000 tested, 1.7% active; activation, % at 9 µM;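 active means mean replicate activation of at least 50% with a set share of replicates each reaching 50%; inconclusive means only one of those two conditions met; inactive means mean below 50% and too few replicates reaching it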;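 further: 0% = median of the neutral control wells and 100% = twice that signal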
AI-2 QS modul: modulators of Vibrio harveyi AI-2 quorum sensing system. Vibrio harveyi JMH597 AI-2 luminescence/OD600 ratio, 9 h; hits give low values; strain lacks LuxN and CqsS sensors; 0 = neutral-control median. activity change, % at 7.5 µM. 300,000 tested, 0.4% active; in the data active means activity change below about -75%, passing the limit was not always enough; inconclusive means no clear call, values can overlap the other calls;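 further: luminescence divided by OD600 gain over 9 h not by final OD600 alone; inactives centre near 13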
HSP90 refold inh: inhibitors of HSP90 luciferase refolding in rabbit reticulocyte lysate; luciferase refolding luminescence, 3 h; inhibition, % at 5.6 µM; 290,000 tested, 0.91% active;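 active means inhibition above the screen-wide mean plus 3 SD, computed separately per campaign, cut at about 16% in these data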;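 further: 0% = DMSO wells and 100% = 60 µM geldanamycin wells; inhibitors lower the luminescence because luciferase stays unfolded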
HSF1 inh: HSF1 inhibition; activity change, negative = inhibition, % at 7.5 µM (by protocol); 300,000 tested, 0.77% active; NIH3T3-HGL HSE-luciferase, MG132-induced, luminescence 8 h; hits give low values;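 active means more than half of replicate wells show activity change below -50%, luminescence cut by over half; inconclusive means some wells, but at most half, below -50%; inactive means no replicate well below -50%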;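 further: luciferase reports HSF-1 transcriptional activity via heat shock element; 0% = median of DMSO wells and -100% = zero luminescence signal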
HDAC3 inh: blocks human histone deacetylase 3. 320,000 tested, 0.15% active. recombinant HDAC3, fluorogenic peptide/trypsin coupled, fluorescence. inhibition, % at 8.3 µM. O15379; in the data active means inhibition above about 26%, passing the limit was not always enough; inconclusive means no clear call, values can overlap the other calls
Target sequence (O15379 whole entry, looked up): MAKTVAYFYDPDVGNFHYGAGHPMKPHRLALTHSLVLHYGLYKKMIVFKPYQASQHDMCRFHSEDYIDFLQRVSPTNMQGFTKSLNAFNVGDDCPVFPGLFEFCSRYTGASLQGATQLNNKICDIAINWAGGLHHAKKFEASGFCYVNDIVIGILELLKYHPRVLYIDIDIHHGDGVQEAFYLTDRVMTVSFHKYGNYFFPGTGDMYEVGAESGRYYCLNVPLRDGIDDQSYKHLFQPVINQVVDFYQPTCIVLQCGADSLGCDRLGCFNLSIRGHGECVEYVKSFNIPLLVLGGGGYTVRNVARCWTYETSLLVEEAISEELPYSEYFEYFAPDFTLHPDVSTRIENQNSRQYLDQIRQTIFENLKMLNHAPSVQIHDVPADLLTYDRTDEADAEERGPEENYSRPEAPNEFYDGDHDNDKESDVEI
GSK3beta inhib: human GSK3beta kinase inhibition. P49841. GST-GSK3beta kinase, ADP-Glo luminescence, 60 min; hits give low values. activity score (negative = inhibition), % at 10 µM. 300,000 tested, 0.038% active;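 active means more than half of replicate wells score below -50%, meaning over 50% inhibition versus plate controls; inconclusive means some replicates but at most half score below -50%; inactive means no replicate scores below -50%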;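 further: 0% = median DMSO wells and -100% = median GW8510 positive control wells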
Target sequence (P49841 whole entry, looked up): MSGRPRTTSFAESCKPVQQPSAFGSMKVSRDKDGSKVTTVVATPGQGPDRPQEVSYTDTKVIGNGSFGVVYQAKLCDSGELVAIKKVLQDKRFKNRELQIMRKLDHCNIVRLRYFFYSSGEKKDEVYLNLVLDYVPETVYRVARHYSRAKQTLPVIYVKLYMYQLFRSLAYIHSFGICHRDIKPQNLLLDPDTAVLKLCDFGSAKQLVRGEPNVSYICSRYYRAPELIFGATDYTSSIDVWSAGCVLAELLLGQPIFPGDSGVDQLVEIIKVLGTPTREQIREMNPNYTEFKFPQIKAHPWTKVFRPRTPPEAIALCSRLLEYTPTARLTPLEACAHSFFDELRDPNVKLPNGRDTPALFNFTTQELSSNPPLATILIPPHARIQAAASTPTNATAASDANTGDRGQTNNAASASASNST
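Test system: GST-tagged human GSK3beta kinase, cell-free; evaluation: activity score scaled between in-plate DMSO and GW8510 controls; measured by: ADP-Glo luminescence; incubation: 60 min reaction, RT; benchmarks: DMSO and 20 µM GW8510; reagent: peptide substrate plus 25 µM ATP (final); medium: Tris/MgCl2 kinase buffer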
Platelet DG rel: platelet dense granule release activity | AID 1663 | human platelet-rich plasma, SFLLRN dense granule ATP release, luminescence | 300,000 tested, 0.22% active | inhibition, %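 (compounds screened at 7.5 µM in platelet-rich plasma)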;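 active means mean replicate score, as percent of positive control, at or above 50; inconclusive means mean below 50 but at least one replicate at or above 50; inactive means mean and every replicate below 50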
An asterisk follows results filed as active; i = inactive; ? = inconclusive; . = not tested or not shown.

GSK3 alpha inh,PolyA inh,DYRK1A inh,HSF-1 act,AI-2 QS modul,HSP90 refold inh,HSF1 inh,HDAC3 inh,GSK3beta inhib,Platelet DG rel,SMILES
-1,i,-6,-48,11,-5,-29,7,3,-5,Cc1ccc(C)c(N2CCN(C(=O)Cc3c(C(=O)O)[nH]c4ccc(Cl)cc34)CC2)c1
0,i,4,8,16,0,-6,-40,-1,1,CCOC(=O)c1sc2nc(CC(=O)OC)nc(NCCN(CC)CC)c2c1C
-3,i,.,-2,8,0,-5,4,2,-21,Cc1ccc(NC(=O)CCS(=O)(=O)c2cccc3nonc23)cc1
-1,i,.,56*,22,3,16,9,1,-2,COc1ccc2c(c1)c(C(=O)N/N=C/c1ccccc1Cl)c(C)n2C
-2,i,2,12,1,-1,8,1,2,9,CCOC(=O)c1ccccc1NC(=O)C1COc2ccccc2O1 (centres undefined)
0,i,-2,4,52,2,-1,7,-4,-11,N#C/C(=C\c1c(N2CCCCC2)nc2ccccn2c1=O)S(=O)(=O)c1ccccc1
-3,i,-3,3,8,5,-4,1,3,-2,COc1ccc(CC2(CO)CCN(Cc3cccnc3)CC2)cc1
-4,i,-3,10,4,3,0,-2,1,-3,Cn1/c(=N\NC(=O)C2CCCCC2)sc2ccccc21
-6,i,-2,31,13,1,3,1,2,-1,COc1ccc(NC(=O)Cn2c(CCC(=O)O)ccc2-c2ccccc2)cc1
0,i,4,29,30,-1,5,?,1,4,CC1CCCN(CCCNC(=O)c2ccc(CS(=O)(=O)Cc3cccc(Cl)c3)o2)C1 (centres undefined)
-1,i,-7,105*,18,4,71,0,2,1,O=C(Nc1ccccc1C(=O)OCC(=O)c1c[nH]c2ccccc12)c1ccco1
2,i,-6,2,0,-2,2,-4,1,13,COc1ccc(NC(=O)C(=O)NCCN2CCN(C(=O)c3ccc(C)cc3)CC2)cc1
-4,i,4,-2,7,0,-2,-5,-1,5,Cn1c(SCc2ccccc2C#N)nnc1-c1ccncc1
-3,i,9,10,21,0,13,-1,0,0,COC(=O)c1cc(C#N)c(Oc2ccccc2OC)nc1C
-2,i,2,8,20,3,2,-8,-4,0,Cc1cccc2cc(CN(CCCO)C(=O)Nc3cccc(Cl)c3)c(=O)[nH]c12
-3,i,0,-10,1,0,-3,-1,1,-1,O=C(OC(C(=O)NCC1CCCO1)c1ccccn1)c1cccs1 (centres undefined)
-5,i,-1,10,8,4,4,10,-9,.,CCOC(=O)c1oc2ccccc2c1CN1CCN(c2ccccc2)CC1
-3,i,-1,9,26,2,8,2,-2,16,COc1ccc2c(c1)c(CC(=O)Nc1ccccc1OC)c(C)n2C(=O)c1ccc(Cl)cc1
2,i,2,.,6,14,.,8,3,-4,Cc1cc(C(=O)NN)c2cc(Br)ccc2n1
-3,i,-6,75*,10,-5,44,7,-1,4,CC(/C=N/NC(=O)c1sc(N)nc1C)=C\c1ccccc1
-4,i,4,-11,34,-3,-6,-11,-4,-9,CC(NC(=O)/C(=C\c1cccc([N+](=O)[O-])c1)NC(=O)c1ccco1)C(=O)O (centres undefined)
0,i,6,-3,23,-3,-1,0,-4,1,COC(=O)COc1cccc(NC(=O)C(c2ccccc2)c2ccccc2)c1
0,i,6,10,7,4,-2,5,-1,6,CC(C)(C)[C@H]1C=C(C(=O)N2CCN(Cc3ccccc3)CC2)O[C@@H](OCc2ccc(CO)cc2)C1
4,i,.,-19,11,2,-3,2,-1,0,CCc1ccccc1NC(=O)CCN1C(=O)C2CC=CCC2C1=O (centres undefined)
-3,i,-1,-22,7,-3,-5,-3,-12,-60,COc1ccc(CCNC(=O)CN2C(=O)c3ccccc3S2(=O)=O)cc1OC
-1,i,.,-7,20,0,-2,-3,-15,10,COc1ccc(CCC(C)N2CCOCC2)cc1 (centres undefined)
-1,i,-4,24,29,1,15,5,2,1,Cc1ccc(C(=O)NC2CC3CCCC(C2)N3C(=S)NCc2ccco2)cc1 (centres undefined)
-2,i,4,-4,.,-4,-5,4,4,-2,CCOc1ccc(NC(=O)CC(C)S(=O)(=O)c2ccc3c(c2)NC(=O)CO3)cc1 (centres undefined)
-1,i,-7,12,25,-2,4,0,-3,2,O=C(Cn1ccc2cc(S(=O)(=O)N3CCCCC3)ccc21)NCc1ccccc1F
-1,i,3,-2,-7,8,4,-6,-1,-6,CCn1nc(C)cc1C(=O)NC1CCCc2c1cnn2-c1ccc(C)c(C)c1 (centres undefined)
0,i,-71,16,-78*,-1,-1,5,1,16,O=C(/C=C/c1ccccc1Cl)Nn1cnc2ccccc2c1=O
0,i,-6,-18,9,5,-2,0,3,-4,CCCn1c(=O)c(C(=O)NNC(=O)c2cccc([N+](=O)[O-])c2)c(O)c2ccccc21
-2,i,.,19,13,0,2,-4,-2,-12,COC(=O)C(Cc1c[nH]c2ccccc12)NC(=O)c1cccs1 (centres undefined)
-5,i,7,-8,32,8,-7,-2,-1,1,O=C(COC(=O)c1ccc(S(=O)(=O)N2CCCC2)cc1)NCc1ccc(Cl)cc1
1,i,0,10,20,5,0,9,-1,-3,CCOC(=O)N1CCN(C(=O)c2ccc3c(c2)N(C)C(=O)/C(=C\c2ccc(OCC)c(OC)c2)S3)CC1
-1,i,0,-14,12,2,1,2,0,3,COc1ccc(CCC(=O)Nc2ccc(S(=O)(=O)N3CCOCC3)cc2)cc1
-1,i,6,9,20,9,9,-5,1,-2,CC1(C)NC(=O)N(CCCCSc2ccc(Cl)cc2)C1=O
2,i,3,2,28,1,26,3,-5,8,Cc1c(O)ccc(/C(Cc2ccc3ccccc3n2)=N\N)c1O
-1,i,7,9,11,-3,0,2,.,3,O=C(CCN1C(=O)[C@@H]2Cc3ccccc3CN2C1=O)NCCc1ccccc1
0,i,0,-14,-91*,-3,-3,-2,2,-14,CC(C)c1ccc(NC(=O)C2CSC3(C)CCC(=O)N23)cc1 (centres undefined)
1,i,.,-16,-1,.,0,-4,-5,-3,COc1ccc2cc1Oc1ccc(cc1)C[C@H]1c3cc(c(OC)cc3CCN1C)Oc1c(O)c(OC)cc3c1[C@H](C2)N(C)CC3
-5,i,-4,3,13,2,-8,0,1,-18,Cc1cccc(C)c1NC(=S)N1CC(C)OC(C)C1 (centres undefined)
-2,i,2,8,0,-1,0,2,-1,7,CCNC(=O)COC(=O)CCNC(=O)c1cccc(C)c1
.,i,48,-1,26,-1,9,-2,-2,-14,COc1ccc2ccc(OC)c(/C=N/n3cnnc3)c2c1
-2,i,-4,0,21,4,-6,6,-1,-2,CC(C)=C1SC(N2CCN(Cc3ccccc3)CC2)=NC1=O
2,i,.,19,29,.,8,0,0,5,O=C(Nc1nccs1)OCc1ccccc1
-2,i,28,3,22,-2,7,13,-1,-8,CCOc1cc(/C=C2/C(=N)N3C(=NC2=O)SN=C3S(=O)(=O)C(C)C)ccc1OC(=O)c1ccco1
-2,i,6,-4,19,-2,-2,3,0,4,Cc1cccc(C(=O)NCC(C)NC(=O)c2cccc(C)c2)c1 (centres undefined)
-3,i,.,22,7,0,-2,12,-2,11,CCOC(=O)CC(=O)CSc1ncnc2c1nnn2-c1ccc(OC)cc1
-3,i,-9,3,-21,-6,7,2,-1,4,O=c1sc2ccccc2n1Cc1ccccc1
-1,i,-8,3,16,0,-2,-2,1,-1,O=C(O)C1CCCN1C(=O)Nc1ccc(F)cc1 (centres undefined)
-2,i,-4,-1,19,1,1,-1,-4,-7,FC(F)(F)c1nnc2ccc(N3CCN(c4ccccc4)CC3)nn12

A portion of the library (hit frequency here may not be typical).
